Htt clearance: compounds clearing mutant huntingtin protein; HeLa Exon1htt(103Q)mCFP, aggregate imaging; zero = plate's median compound well; hit rate 0.42% among 47,000; inhibition, % at 1.5 µM;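 active = inhibition of aggregate fluorescence above about 70%, also judged a hit by eye on the cell image, limit read from the data, passing the limit was not always enough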;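 also: cells exposed to compound for three days before fixation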
Htt clearance grain fraction: second read-out of Htt clearance, no call of its own (marks repeat the call); fraction fluorescence in grains; measured here: aggregate grain fluorescence fraction; hits give low values;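 scaled fraction of total cell fluorescence in grains with unit not stated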
The depositor's hits bear a star. This is a subset; the hit share may differ from the screen's.

For O=C1C=C(NCC2CCCO2)C2(CCCCC2)O1 (stereo not given) the results were Htt clearance -13 and Htt clearance grain fraction 41.
Screening Cc1ccc(NC(=O)N2C(=O)C3(OCCO3)c3ccccc32)cc1 returned Htt clearance -24 and Htt clearance grain fraction 45.
Cc1cc(OCCNCCO)cc(C)c1Cl was read as Htt clearance -54 and Htt clearance grain fraction 31.
`CCC(C)c1ccc(NC(=O)c2cccnc2)cc1` (stereo not given) gave Htt clearance -71 and Htt clearance grain fraction 35.
`CC(C(=O)N1CCCc2c1c(=O)oc1ccc(O)cc21)N1CCc2ccccc2C1` (stereo not given) gave Htt clearance 49 and Htt clearance grain fraction 10.
For O=C1CCOc2cc(OCc3ccccc3)ccc21 the results were Htt clearance -19 and Htt clearance grain fraction 23.
For Cc1ccc(S(=O)(=O)N2CCN(S(=O)(=O)c3ccc4c(c3)OCCO4)CC2)cc1 the results were Htt clearance 1 and Htt clearance grain fraction 40.
`COc1cccc(N2C(=O)N(c3ccccc3Cl)C3CS(=O)(=O)CC32)c1` (stereo not given) gave Htt clearance -104 and Htt clearance grain fraction 40.
For O=C(OCC(=O)N1CCN(c2ccccc2)CC1)c1ccc2ncsc2c1 the results were Htt clearance -3 and Htt clearance grain fraction 38.
`Cn1ccs/c1=N\S(=O)(=O)c1ccc(C(C)(C)C)cc1` gave Htt clearance 0 and Htt clearance grain fraction 38.
CC1=C(C(=O)OC(C)C)C(C2CC=CCC2)NC(=O)N1 (stereo not given) was read as Htt clearance -25 and Htt clearance grain fraction 49.
For CC1CCN(CCCn2c(=S)[nH]c3ccc(N4CCOCC4)cc3c2=O)CC1 the results were Htt clearance -20 and Htt clearance grain fraction 37.
Cc1ccc(-c2noc(C3CCN(S(C)(=O)=O)CC3)n2)o1 was read as Htt clearance -34 and Htt clearance grain fraction 47.
Screening O=C(CN1C(=O)C2(OCCO2)c2ccccc21)c1ccc(F)cc1 returned Htt clearance 12 and Htt clearance grain fraction 30.
CC1CN(C(=O)c2nn(C)cc2[N+](=O)[O-])CC(C)O1 (stereo not given) was read as Htt clearance -5 and Htt clearance grain fraction 35.
For COc1ccc(Cn2nnnc2CN(Cc2cc3ccc(C)cc3[nH]c2=O)C2CCCC2)cc1 the results were Htt clearance 68 and Htt clearance grain fraction 11.
Screening O=C(NC1CCCCC1)C(c1cccs1)N(Cc1cccs1)C(=O)c1ccco1 (stereo not given) returned Htt clearance 65 and Htt clearance grain fraction 13.
`CCN=C(Nc1ccc2c(c1)OCO2)SC1CC(=O)N(c2ccc(OC)cc2)C1=O` (stereo not given) gave Htt clearance -45 and Htt clearance grain fraction 28.
Screening O=C1c2ccccc2C(Nc2ccc(S(=O)(=O)N3CCCCC3)cc2)N1c1ccccn1 (stereo not given) returned Htt clearance -30 and Htt clearance grain fraction 42.
`COC(=O)c1sccc1NC(=O)Cn1cnc2c1c(=O)n(C)c(=O)n2C` gave Htt clearance -59 and Htt clearance grain fraction 31.
COc1ccc(-c2cc(C(=O)Nc3ccccc3SC)no2)cc1OC was read as Htt clearance -60 and Htt clearance grain fraction 29.
`Cc1ccc(NC(=O)c2cccc(N3C(=O)CCC3=O)c2)nc1` gave Htt clearance -37 and Htt clearance grain fraction 24.
`Cc1ccccc1C(=O)NCCN=C1NS(=O)(=O)c2ccccc21` gave Htt clearance -186 and Htt clearance grain fraction 142.
Screening CCS(=O)(=O)c1ccc(-c2csc(-c3ccccc3Cl)n2)c(Cl)c1Cl returned Htt clearance -54 and Htt clearance grain fraction 59.
`CC(=O)Oc1cc(OC(C)=O)c2c(C)cc(=O)oc2c1` gave Htt clearance 3 and Htt clearance grain fraction 20.
Screening c1coc(-c2nn3c(Cn4nnc5ccccc54)nnc3s2)c1 returned Htt clearance 14 and Htt clearance grain fraction 25.
Screening O=C(COC(=O)c1ccc[nH]c1=O)c1ccc(Cl)s1 returned Htt clearance 5 and Htt clearance grain fraction 34.
Screening COC(=O)c1c[nH]n2c(=O)c(Cc3ccc(F)cc3Cl)c(C)nc12 returned Htt clearance 2 and Htt clearance grain fraction 33.
`O=C(NC1=NCCS1)c1ccc(-c2ccc(Cl)cc2)o1` gave Htt clearance -29 and Htt clearance grain fraction 39.
Screening C=CCn1c(SCC(=O)c2ccc(Br)cc2)nnc1C(CC(C)C)NC(=O)c1cccs1 (stereo not given) returned Htt clearance -11 and Htt clearance grain fraction 42.
CCOC(=O)c1[nH]c2ccccc2c1NC(=O)C(CC)CC was read as Htt clearance 48 and Htt clearance grain fraction 23.
`Cc1nc2sc(C(c3cccc(F)c3)N3CCOCC3)c(O)n2n1` (stereo not given) gave Htt clearance -10 and Htt clearance grain fraction 21.
`CCOC(=O)CSC1=Nc2ccccc2C2=NC(CC(=O)NCc3cccs3)C(=O)N12` (stereo not given) gave Htt clearance -282 and Htt clearance grain fraction 63.
`O=C(c1ccccc1)N1CCN2C(=O)c3ccccc3C12c1ccc(Cl)cc1` (stereo not given) gave Htt clearance -72 and Htt clearance grain fraction 65.
For Cc1cc(C)nc(NC(=NCCc2c[nH]c3ccccc23)NC(=O)c2ccco2)n1 the results were Htt clearance -7 and Htt clearance grain fraction 22.
Screening Cc1ccn2cc(CCNS(=O)(=O)c3ccc(F)c(C(F)(F)F)c3)nc2c1 returned Htt clearance -3 and Htt clearance grain fraction 42.
`CCOC(=O)C(O)(CCC(O)(C(=O)OCC)C(=O)OCC)C(=O)OCC` gave Htt clearance -15 and Htt clearance grain fraction 50.
Screening CCOc1cccc2cc(C(=O)NCc3cccnc3)c(=O)oc12 returned Htt clearance -21 and Htt clearance grain fraction 56.
`Cc1nc2c(-c3ccccc3)c(C)nn2c(N)c1-c1ccccc1` gave Htt clearance -17 and Htt clearance grain fraction 21.
For CC(=O)Nc1nc(=S)ss1 the results were Htt clearance -39 and Htt clearance grain fraction 27.
For CCOC(=O)NC(CC(=O)O)c1ccc(OC)c(OC)c1 (stereo not given) the results were Htt clearance 6 and Htt clearance grain fraction 19.
Screening O=C(CSc1oc(-c2cccs2)nc1S(=O)(=O)c1ccc(F)cc1)NCC1CCCO1 (stereo not given) returned Htt clearance -25 and Htt clearance grain fraction 60.
`Cn1c(=O)n(Cc2ccco2)c(=N)c2c3c(sc21)CCC3` gave Htt clearance -24 and Htt clearance grain fraction 20.
Screening CNC(=O)c1c(O)c2cccc3c2n(c1=O)CC3 returned Htt clearance -84 and Htt clearance grain fraction 36.
`Cc1ccccc1Cn1c(=N)n(CC(=O)c2ccco2)c2ccccc21` gave Htt clearance 32 and Htt clearance grain fraction 13.
CCOC(=O)C(C)Sc1nnc(-c2ccccc2O)n1-c1ccc(C)cc1 (stereo not given) was read as Htt clearance -37 and Htt clearance grain fraction 28.
`CC1CCN(CC(=O)Nc2ccccc2C#N)CC1` gave Htt clearance 24 and Htt clearance grain fraction 13.
`CC(C)COc1cccc(C(=O)Nc2ccc(S(=O)(=O)N3CCOCC3)cc2)c1` gave Htt clearance -1 and Htt clearance grain fraction 21.
For COc1ccc(OC)c(C2C(C(=O)c3cccs3)=C(O)C(=O)N2CCN(C)C)c1 (stereo not given) the results were Htt clearance -20 and Htt clearance grain fraction 44.
COC(=O)c1ccc(Oc2nc3c(c(=O)n(C)c(=O)n3C)n2CCC(C)C)cc1 was read as Htt clearance -2 and Htt clearance grain fraction 19.
`c1cc2nncn2nc1N1CCCC1` gave Htt clearance -8 and Htt clearance grain fraction 44.
Screening Cc1ccc(SCc2nc(-c3ccccc3)no2)cc1 returned Htt clearance 14 and Htt clearance grain fraction 14.
`COc1ccc(-c2nnn(CC(=O)NCc3cccs3)n2)cc1OC` gave Htt clearance 46 and Htt clearance grain fraction 21.
`CCCOc1ccc([C@@H]2C3CN(C(=O)OCC)CC=C3C(C#N)=C(N)C2(C#N)C#N)cc1OC` (stereo not given in full) gave Htt clearance -8 and Htt clearance grain fraction 19.
COCCn1c(C)cc(C(=O)COC(=O)c2cc3c(s2)CCC3)c1C was read as Htt clearance -9 and Htt clearance grain fraction 35.
COCCCNC(=O)c1ccccc1NS(=O)(=O)c1ccc(C)cc1 was read as Htt clearance -31 and Htt clearance grain fraction 22.
`Cc1cc2cc(CN(Cc3cccs3)Cc3nnnn3CC3CCCO3)c(=O)[nH]c2cc1C` (stereo not given) gave Htt clearance 48 and Htt clearance grain fraction 18.
`CC(=O)NS(=O)(=O)c1ccc(NC(=O)c2ccc(Br)o2)cc1` gave Htt clearance 21 and Htt clearance grain fraction 18.
CC1CCCCN1C(=O)Cn1c(=O)oc2ccccc21 (stereo not given) was read as Htt clearance -33 and Htt clearance grain fraction 45.
Screening CCCCC(=O)Nc1ccc(C(N)=O)cc1 returned Htt clearance -20 and Htt clearance grain fraction 25.
O=C(O)CCC(=O)Nc1ccccc1C(=O)Nc1ccccc1 was read as Htt clearance 36 and Htt clearance grain fraction 15.
Screening CC1CCN(S(=O)(=O)c2cc(Cl)ccc2Br)CC1 returned Htt clearance 27 and Htt clearance grain fraction 13.
COCCn1c(SCC(=O)N2CCCCC2)nc2ccccc2c1=O was read as Htt clearance -14 and Htt clearance grain fraction 40.
CCn1c(Cn2nnc(-c3ccccc3)n2)nnc1SCc1ccc(Cl)c(Cl)c1 was read as Htt clearance -3 and Htt clearance grain fraction 20.
Screening Oc1cc2ccccc2cc1-c1n[nH]c(=S)o1 returned Htt clearance -24 and Htt clearance grain fraction 43.
For COc1ccc(NC(=O)c2ccco2)cc1NC(=O)c1c(F)c(F)c(OC)c(F)c1F the results were Htt clearance -83 and Htt clearance grain fraction 30.
Screening CCOc1ccccc1NC1=NCC(=O)N1Cc1ccc(F)cc1 returned Htt clearance 22 and Htt clearance grain fraction 27.
Cc1ccc2c(c1)N(CC(=O)N1CCCCC1c1cccnc1)C(=O)CO2 (stereo not given) was read as Htt clearance 32 and Htt clearance grain fraction 14.
CSc1ccccc1NS(=O)(=O)c1ccc2c(c1)OCCO2 was read as Htt clearance 0 and Htt clearance grain fraction 20.
`O=Cc1cn(-c2ccccc2)nc1-c1ccc2c(c1)OCCO2` gave Htt clearance 15 and Htt clearance grain fraction 17.
CS(=O)(=O)N(CC(=O)N1CCc2ccccc2C1)Cc1ccc(Cl)cc1 was read as Htt clearance -9 and Htt clearance grain fraction 20.
Screening CCN1CCN(/C=N/c2nc3c(s2)CCCC3)CC1 returned Htt clearance -14 and Htt clearance grain fraction 35.
For CCOC(=O)N1CCC(NC(=O)CS(=O)(=O)Cc2nc(-c3cccc(OC)c3)oc2C)CC1 the results were Htt clearance -59 and Htt clearance grain fraction 59.
CC12CCC(=O)N1C(C(=O)OCC(=O)Nc1sccc1C#N)CS2 (stereo not given) was read as Htt clearance -54 and Htt clearance grain fraction 57.
For Cc1nn(Cc2ccccc2)c(C)c1NC(=O)CSc1nnc(-c2cc(Cl)ccc2O)n1C the results were Htt clearance 25 and Htt clearance grain fraction 15.
Screening COc1ccc2c3c(cccc13)OCC2=O returned Htt clearance 28 and Htt clearance grain fraction 15.
For Cc1nn(C(=O)c2c([N+](=O)[O-])cnn2C)c(C)c1Cl the results were Htt clearance 14 and Htt clearance grain fraction 15.
For Cc1cc2cc(CNC(=O)c3ccc(S(=O)(=O)N4CCCC4)cc3)ccc2n1C the results were Htt clearance 39 and Htt clearance grain fraction 25.
`COc1ccc(C2C(C(N)=O)=C(C)Nc3nc(-c4ccccc4)nn32)cc1OC` (stereo not given) gave Htt clearance 19 and Htt clearance grain fraction 33.
`COc1ccc(NC2C=CS(=O)(=O)C2)c(OC)c1` (stereo not given) gave Htt clearance 27 and Htt clearance grain fraction 13.
`CCOC(=S)NC(=O)c1sc2ccccc2c1Cl` gave Htt clearance 49 and Htt clearance grain fraction 15.
Screening COc1ccc(OCCSc2nnc(-c3ccccc3)n2N)cc1 returned Htt clearance 56 and Htt clearance grain fraction 17.
`O=S(=O)(NCc1cccs1)c1cccc2cccnc12` gave Htt clearance -2 and Htt clearance grain fraction 38.
For Cc1c(C(=O)Nc2ccc3c(c2)OCO3)sc2nc(-c3ccccc3)cn12 the results were Htt clearance -66 and Htt clearance grain fraction 34.
Screening CCOCC(=O)Nc1ccc(S(=O)(=O)Nc2ncccn2)cc1 returned Htt clearance 4 and Htt clearance grain fraction 17.
Screening COc1ccc2c(c1OC)C(=O)N1c3cccc(Cl)c3C(=O)OC21 (stereo not given) returned Htt clearance -19 and Htt clearance grain fraction 40.

Sorted by length of the SMILES (high to low): part of the list above
`CCCOc1ccc([C@@H]2C3CN(C(=O)OCC)CC=C3C(C#N)=C(N)C2(C#N)C#N)cc1OC` (stereo not given in full) gave Htt clearance -8 and Htt clearance grain fraction 19.
For CCOC(=O)N1CCC(NC(=O)CS(=O)(=O)Cc2nc(-c3cccc(OC)c3)oc2C)CC1 the results were Htt clearance -59 and Htt clearance grain fraction 59.
For Cc1nn(Cc2ccccc2)c(C)c1NC(=O)CSc1nnc(-c2cc(Cl)ccc2O)n1C the results were Htt clearance 25 and Htt clearance grain fraction 15.
Screening O=C1c2ccccc2C(Nc2ccc(S(=O)(=O)N3CCCCC3)cc2)N1c1ccccn1 (stereo not given) returned Htt clearance -30 and Htt clearance grain fraction 42.
COC(=O)c1ccc(Oc2nc3c(c(=O)n(C)c(=O)n3C)n2CCC(C)C)cc1 was read as Htt clearance -2 and Htt clearance grain fraction 19.
`CCN=C(Nc1ccc2c(c1)OCO2)SC1CC(=O)N(c2ccc(OC)cc2)C1=O` (stereo not given) gave Htt clearance -45 and Htt clearance grain fraction 28.
CC12CCC(=O)N1C(C(=O)OCC(=O)Nc1sccc1C#N)CS2 (stereo not given) was read as Htt clearance -54 and Htt clearance grain fraction 57.
CC1CN(C(=O)c2nn(C)cc2[N+](=O)[O-])CC(C)O1 (stereo not given) was read as Htt clearance -5 and Htt clearance grain fraction 35.
COCCn1c(SCC(=O)N2CCCCC2)nc2ccccc2c1=O was read as Htt clearance -14 and Htt clearance grain fraction 40.
Screening O=C(COC(=O)c1ccc[nH]c1=O)c1ccc(Cl)s1 returned Htt clearance 5 and Htt clearance grain fraction 34.
For CCOC(=O)NC(CC(=O)O)c1ccc(OC)c(OC)c1 (stereo not given) the results were Htt clearance 6 and Htt clearance grain fraction 19.
Screening CC1CCN(S(=O)(=O)c2cc(Cl)ccc2Br)CC1 returned Htt clearance 27 and Htt clearance grain fraction 13.
For O=C1CCOc2cc(OCc3ccccc3)ccc21 the results were Htt clearance -19 and Htt clearance grain fraction 23.
Screening COc1ccc2c3c(cccc13)OCC2=O returned Htt clearance 28 and Htt clearance grain fraction 15.
